Bioassay records: PubChem, several laboratories
CDK5 inh: CDK5/p35 (human) kinase inhibition; 330,000 tested, 0.01% active; Recombinant CDK5/p35, ADP-Glo luminescence, 60 min; Q00535+Q15078; inhibition, % at 10 µM; AID 488839;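 active means highest replicate inhibition of at least 50% and at least 75% of replicates reaching 50%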;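 further: plate controls were DMSO neutral control for no effect and GW8510 at 10 µM for full effect; many of its hits are not listed in these tables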
dFosB activator: mouse delta FosB homodimer activation | P13346 | purified delta FosB, TAMRA-CDK5 oligo fluorescence polarization; percent of positive-control signal above neutral wells | activation, % at 25 µM | 340,000 tested, 0.99% active | AID 493131;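 active means mean activation above about 17%, with every replicate also reaching it, limit read from the data, passing the limit was not always enough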;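 further: fluorescence polarization rise as delta FosB binds a TAMRA Cdk5 AP-1 oligo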
Wnt bcat act: activators of Wnt/beta-catenin signaling | Wnt/beta-catenin reporter cell assay, activator, plate reader | activation, % at 9.35 µM | 300,000 tested, 1.2% active; in the data active means activation above about 30%, passing the limit was not always enough;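 further: 0% = neutral control wells and 100% = positive control wells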
HTR5A inv ctr: HTR5A inverse agonism, opioid heterodimer counter-screen. HTR5A cell line, luminescence. inhibition, % at 9.3 µM. 340,000 tested, 0.083% active. AID 504634; in the data active means inhibition mostly above about 23%, no sharp cut-off; inactive means mostly below about 18%;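 further: 0% = cells with DMSO and 100% = no-cell wells with DMSO; some compounds called inactive have numbers as strong as hits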
MITF TRPM1 HTS: activators of MITF-driven TRPM1 promoter activity in SK-MEL-5 cells; AID 588334; SK-MEL-5 TRPM1-promoter luciferase, 24 h; % of positive control, neutral wells = 0; 300,000 tested, 0.75% active; activation, % at 12.5 µM;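 active means mean activation of at least 80% with every replicate also reaching 80%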;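 further: 0% = neutral control wells and 100% = parthenolide positive control wells; values of inactives mirror those of a sister screen read the other way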
SR-BI HDL uptake: blocks mouse SR-BI lipid uptake from DiI-HDL | ldlA[mSR-BI] CHO cells, DiI-HDL uptake fluorescence, 3 h | inhibition, % at 12.5 µM | 320,000 tested, 0.96% active;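 active means mean replicate inhibition of at least 70% and a set share of replicates each scoring 70 or more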;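 further: 0% = median of neutral control wells and 100% = median of positive control wells; values of inactives mirror those of a sister screen read the other way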
V-ATPase pH: regulators of yeast V-ATPase proton transport. S. cerevisiae, pHLuorin cytosolic pH fluorescence. response, % at 10 µM. 350,000 tested, 0.37% active. AID 504577; in the data active means response mostly above about 7.3%, no sharp cut-off; inactive means mostly below about 5.4%; further: actives read high; inactives centre near 0; some compounds called inactive have numbers as strong as hits; reference of the scale not given here
PvdQ inh: blocks Pseudomonas aeruginosa PvdQ acylase activity | purified PvdQ acylase, fluorescence plate reader | inhibition, % at 10 µM | 340,000 tested, 0.063% active; in the data active means inhibition above about 30%, passing the limit was not always enough;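 further: 0% = vehicle neutral wells and 100% = reference inhibitor wells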
HTR5A ag: activates human HTR5A in OPRM1-OPRD1 agonist counter-screen | AID 504692 | 340,000 tested, 0.61% active | HTR5A agonist assay, luminescence, cell-based | activation, % at 9.3 µM | P47898; in the data active means activation mostly above about 9.5%, no sharp cut-off; inactive means mostly below about 7.6%;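 further: 0% = cells with vehicle only and 100% = reference agonist; strong numbers were not always called active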
NSD2 inh: blocks human histone methyltransferase NSD2; inhibition, % at 12.5 µM; AID 743445; O96028; 310,000 tested, 0.54% active; NSD2 peptide methylation, AlphaScreen, 120 min; in the data active means inhibition above about 50%
Target sequence (O96028 whole entry, looked up): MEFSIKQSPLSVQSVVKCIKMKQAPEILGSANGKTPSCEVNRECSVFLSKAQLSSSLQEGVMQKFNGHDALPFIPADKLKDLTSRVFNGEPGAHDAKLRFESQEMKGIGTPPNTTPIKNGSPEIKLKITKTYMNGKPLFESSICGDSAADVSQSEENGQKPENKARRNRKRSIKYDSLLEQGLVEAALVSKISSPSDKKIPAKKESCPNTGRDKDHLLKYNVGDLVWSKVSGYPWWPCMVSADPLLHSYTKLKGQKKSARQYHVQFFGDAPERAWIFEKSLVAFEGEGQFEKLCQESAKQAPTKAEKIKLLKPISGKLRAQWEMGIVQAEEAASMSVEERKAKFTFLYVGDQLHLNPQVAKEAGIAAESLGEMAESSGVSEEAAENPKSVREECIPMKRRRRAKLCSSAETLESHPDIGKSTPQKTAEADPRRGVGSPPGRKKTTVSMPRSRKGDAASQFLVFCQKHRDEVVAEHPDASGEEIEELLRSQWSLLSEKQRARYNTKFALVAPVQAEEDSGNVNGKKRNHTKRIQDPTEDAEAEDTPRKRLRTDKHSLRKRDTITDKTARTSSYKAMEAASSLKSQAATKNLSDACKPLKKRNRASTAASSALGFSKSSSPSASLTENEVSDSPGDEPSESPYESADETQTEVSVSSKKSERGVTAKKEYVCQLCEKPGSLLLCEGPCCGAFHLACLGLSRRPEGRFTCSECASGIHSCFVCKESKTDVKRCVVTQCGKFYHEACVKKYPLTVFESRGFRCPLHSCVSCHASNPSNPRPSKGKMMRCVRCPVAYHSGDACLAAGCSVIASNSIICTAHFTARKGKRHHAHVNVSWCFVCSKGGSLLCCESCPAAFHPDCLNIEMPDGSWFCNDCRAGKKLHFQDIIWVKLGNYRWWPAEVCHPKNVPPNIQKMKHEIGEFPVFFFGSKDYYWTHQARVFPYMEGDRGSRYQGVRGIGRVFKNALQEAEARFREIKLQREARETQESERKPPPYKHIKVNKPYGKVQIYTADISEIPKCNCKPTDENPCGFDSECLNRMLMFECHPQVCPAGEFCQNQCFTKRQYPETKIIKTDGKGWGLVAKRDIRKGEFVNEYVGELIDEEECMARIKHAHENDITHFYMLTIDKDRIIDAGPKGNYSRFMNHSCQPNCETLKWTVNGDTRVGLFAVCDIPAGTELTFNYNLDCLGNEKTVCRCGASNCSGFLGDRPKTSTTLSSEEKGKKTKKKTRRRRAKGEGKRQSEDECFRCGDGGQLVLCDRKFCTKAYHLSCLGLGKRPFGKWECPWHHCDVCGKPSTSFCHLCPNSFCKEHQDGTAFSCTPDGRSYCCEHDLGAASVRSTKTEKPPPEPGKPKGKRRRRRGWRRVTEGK
Active calls of the source: *. An unsorted share of the library. Share with any hit: about 5%.

COc1ccc(N2CCN(C(=O)CCC(=O)N3CC(C)Oc4ccccc43)CC2)cc1 (centres undefined) was read as CDK5 inh -1.1, dFosB activator -13, Wnt bcat act 1, HTR5A inv ctr -10, MITF TRPM1 HTS 5, SR-BI HDL uptake 20, V-ATPase pH -2, PvdQ inh -9 and HTR5A ag 3.
COc1cc2c(c(OC)c1OC)C(c1ccccc1C)CC(=O)O2 (centres undefined) was read as CDK5 inh -2.5, dFosB activator -2, Wnt bcat act -1, HTR5A inv ctr -6, MITF TRPM1 HTS 8, SR-BI HDL uptake -6, V-ATPase pH -1, PvdQ inh -14 and HTR5A ag 1.
Screening O=C(/C=C/Nc1ccccc1)c1ccc(Cl)cc1Cl returned CDK5 inh 0.6, dFosB activator -5, Wnt bcat act 2, HTR5A inv ctr -10, SR-BI HDL uptake 11, V-ATPase pH -1, PvdQ inh -6, HTR5A ag 3 and NSD2 inh 0.
`Cc1noc(NS(=O)(=O)c2ccc(NC(=O)CSc3nc4c(cc3C#N)CCCCC4)cc2)c1C` gave CDK5 inh -2.5, dFosB activator -10, Wnt bcat act -3, HTR5A inv ctr 1, MITF TRPM1 HTS -4, SR-BI HDL uptake -16, V-ATPase pH -1, PvdQ inh -10, HTR5A ag 2 and NSD2 inh 1.
Cc1[nH]c(=O)[nH]c(=O)c1S(=O)(=O)N(CC(C)C)CC(C)C was read as CDK5 inh -4.4, dFosB activator -3, Wnt bcat act 1, MITF TRPM1 HTS 3, SR-BI HDL uptake -1, V-ATPase pH 3, PvdQ inh -12 and NSD2 inh -1.
`OC(CNC1CCCc2ccccc21)COc1c(Cl)cccc1Cl` (centres undefined) gave CDK5 inh -0.2, dFosB activator -3, Wnt bcat act -5, HTR5A inv ctr 1, MITF TRPM1 HTS -12, SR-BI HDL uptake -2, V-ATPase pH 1, PvdQ inh -9, HTR5A ag 0 and NSD2 inh 9.
`O=C(NCc1ccco1)/C(=C/c1ccccc1)NC(=O)c1ccco1` gave CDK5 inh -2.1, dFosB activator -4, Wnt bcat act -1, HTR5A inv ctr -5, MITF TRPM1 HTS 2, SR-BI HDL uptake 3, V-ATPase pH 4, PvdQ inh -26, HTR5A ag 3 and NSD2 inh 2.
`CC(C)(C)S(=O)N1Cc2cc(CO)cc(-c3ccccc3)c2[C@@H]1CCO` (some centres undefined) gave CDK5 inh -3.1, dFosB activator -4, Wnt bcat act -1, HTR5A inv ctr 10, MITF TRPM1 HTS 1, V-ATPase pH -1, PvdQ inh -6 and HTR5A ag -3.
Screening CN(/N=C/c1ccc(C(C)(C)C)cc1)C1=NCCN1 returned CDK5 inh 2.1, dFosB activator 0, Wnt bcat act 0, HTR5A inv ctr 34, MITF TRPM1 HTS -1, SR-BI HDL uptake -280, V-ATPase pH -2, PvdQ inh -16, HTR5A ag 2 and NSD2 inh -4.
`Cc1cc(Nc2ncc(Cl)cc2Cl)n(-c2ccccc2C)n1` gave CDK5 inh -0.1, dFosB activator 5, Wnt bcat act -1, HTR5A inv ctr 9, MITF TRPM1 HTS -5, SR-BI HDL uptake -8, V-ATPase pH 1, PvdQ inh 7, HTR5A ag -3 and NSD2 inh -2.
CC(=O)N[C@@H](Cc1c[nH]c2ccccc12)C(=O)OCC(=O)Nc1ccc2c(c1)OCO2 was read as CDK5 inh 1.8, dFosB activator -7, Wnt bcat act -2, HTR5A inv ctr -7, MITF TRPM1 HTS 0, SR-BI HDL uptake 34, V-ATPase pH -2, PvdQ inh -13, HTR5A ag 2 and NSD2 inh 3.
`CC(=O)NC(Cc1c[nH]c2ccccc12)C(=O)N1CCc2ccccc2C1` (centres undefined) gave CDK5 inh 0.4, dFosB activator 1, Wnt bcat act -4, HTR5A inv ctr 21, MITF TRPM1 HTS -10, SR-BI HDL uptake -23, V-ATPase pH 0, PvdQ inh 3, HTR5A ag -7 and NSD2 inh 1.
O=C(c1ccccc1)N(Cc1ccccc1)Cc1ccccc1 was read as CDK5 inh -0.2, dFosB activator -1, Wnt bcat act -1, HTR5A inv ctr -1, SR-BI HDL uptake 3, V-ATPase pH -1, PvdQ inh 0, HTR5A ag 0 and NSD2 inh -3.
For Cc1cc(NC(=O)CNCC(c2ccccc2)N(C)C)c([N+](=O)[O-])cc1C (centres undefined) the results were CDK5 inh -0.2, dFosB activator -5, Wnt bcat act 0, HTR5A inv ctr -4, MITF TRPM1 HTS 2, SR-BI HDL uptake 2, V-ATPase pH -2, PvdQ inh -11, HTR5A ag 1 and NSD2 inh 12.
`C=CCN(CC(=O)NCc1ccc(F)cc1)C(=O)c1csnn1` gave CDK5 inh 0.1, dFosB activator 5, Wnt bcat act -3, HTR5A inv ctr -29, SR-BI HDL uptake 3, V-ATPase pH 1, PvdQ inh -13, HTR5A ag 4 and NSD2 inh -3.
Screening CC(O)(c1ccccc1)C(c1ccccc1)C1CCCCN1 (centres undefined) returned CDK5 inh -0.1, dFosB activator 0, Wnt bcat act 2, HTR5A inv ctr 15, MITF TRPM1 HTS -9, SR-BI HDL uptake -7, V-ATPase pH 0, PvdQ inh -8, HTR5A ag -6 and NSD2 inh 2.
CC1CCC2(CC1)NC(=S)N(c1ccccc1)N2 (centres undefined) was read as CDK5 inh -3.4, dFosB activator -3, Wnt bcat act 14, HTR5A inv ctr 1, MITF TRPM1 HTS -12, SR-BI HDL uptake -3, V-ATPase pH 0, PvdQ inh -14, HTR5A ag -2 and NSD2 inh -4.
CCCc1cc(C(=O)Nc2cccc3ccccc23)n(C)n1 was read as CDK5 inh -2.1, dFosB activator -12, Wnt bcat act -1, HTR5A inv ctr -7, MITF TRPM1 HTS 13, SR-BI HDL uptake -6, V-ATPase pH 4, PvdQ inh -13, HTR5A ag 3 and NSD2 inh 5.
Screening COc1ccccc1C(=O)NCC(c1cccs1)N1CCc2ccccc21 (centres undefined) returned CDK5 inh 0.1, dFosB activator -2, Wnt bcat act -1, HTR5A inv ctr 19, MITF TRPM1 HTS -13, SR-BI HDL uptake -4, V-ATPase pH 2, PvdQ inh 4, HTR5A ag 2 and NSD2 inh 1.
Screening O=C(CCC(=O)N(CC(=O)NC1CCCC1)c1ccccc1F)Nc1nccs1 returned CDK5 inh -3.8, dFosB activator -6, Wnt bcat act -1, HTR5A inv ctr 19, MITF TRPM1 HTS 5, SR-BI HDL uptake 0, V-ATPase pH -3, PvdQ inh -13, HTR5A ag -1 and NSD2 inh -3.

Ordered by SMILES length (high to low): part of the list above.
`O=C(NCc1ccco1)/C(=C/c1ccccc1)NC(=O)c1ccco1` gave CDK5 inh -2.1, dFosB activator -4, Wnt bcat act -1, HTR5A inv ctr -5, MITF TRPM1 HTS 2, SR-BI HDL uptake 3, V-ATPase pH 4, PvdQ inh -26, HTR5A ag 3 and NSD2 inh 2.
`C=CCN(CC(=O)NCc1ccc(F)cc1)C(=O)c1csnn1` gave CDK5 inh 0.1, dFosB activator 5, Wnt bcat act -3, HTR5A inv ctr -29, SR-BI HDL uptake 3, V-ATPase pH 1, PvdQ inh -13, HTR5A ag 4 and NSD2 inh -3.
Screening O=C(/C=C/Nc1ccccc1)c1ccc(Cl)cc1Cl returned CDK5 inh 0.6, dFosB activator -5, Wnt bcat act 2, HTR5A inv ctr -10, SR-BI HDL uptake 11, V-ATPase pH -1, PvdQ inh -6, HTR5A ag 3 and NSD2 inh 0.

(list continues)
`Cc1ccc2c(c1)C1CN(C)CCC1N2C(=O)c1cccc(S(=O)(=O)N2CC(C)CC(C)C2)c1` (centres undefined) gave CDK5 inh -2.3, dFosB activator -12, Wnt bcat act 2, MITF TRPM1 HTS 3, SR-BI HDL uptake -3, V-ATPase pH -3, PvdQ inh 2 and NSD2 inh 10.
`Cc1nn(C)c(C(=O)NNC(=S)NCc2ccccc2)c1Cl` gave CDK5 inh 0.1, dFosB activator -1, Wnt bcat act 1, HTR5A inv ctr -2, MITF TRPM1 HTS 5, SR-BI HDL uptake -12, V-ATPase pH 0, PvdQ inh 5, HTR5A ag -2 and NSD2 inh 2.
`O=C(C1CCN(S(=O)(=O)c2ccccc2)CC1)N1CCC1` gave CDK5 inh 0.8, dFosB activator 3, Wnt bcat act 2, HTR5A inv ctr -1, MITF TRPM1 HTS 15, SR-BI HDL uptake 4, V-ATPase pH -3, PvdQ inh 2, HTR5A ag 2 and NSD2 inh -3.
O=C(CSc1nc2cc3ccccc3cc2[nH]1)Nc1ccc(F)cc1 was read as CDK5 inh 0.1, dFosB activator -9, Wnt bcat act -12, HTR5A inv ctr -33, MITF TRPM1 HTS 4, SR-BI HDL uptake 3, V-ATPase pH -5, PvdQ inh -10, HTR5A ag 1 and NSD2 inh 0.
For CCOC(=O)CNC(=O)C(NC(=O)C1CCC(C)CC1)C(C)CC (centres undefined) the results were CDK5 inh 0.2, dFosB activator -6, Wnt bcat act -6, HTR5A inv ctr -22, SR-BI HDL uptake -4, V-ATPase pH 2, PvdQ inh 6 and HTR5A ag 0.
`COc1ccc(NC(=O)c2cc(-c3ccccc3)oc2C)cc1` gave CDK5 inh -0.1, dFosB activator 1, HTR5A inv ctr -15, MITF TRPM1 HTS 13, SR-BI HDL uptake 3, V-ATPase pH 0, PvdQ inh 4, HTR5A ag 4 and NSD2 inh -1.
`CCCCOc1ccccc1C1NC(=O)NC(C)=C1C(=O)OCCOC` (centres undefined) gave CDK5 inh -0.4, dFosB activator 2, Wnt bcat act 2, HTR5A inv ctr 2, MITF TRPM1 HTS 2, SR-BI HDL uptake -13, V-ATPase pH -3, PvdQ inh -8, HTR5A ag 0 and NSD2 inh 0.
`COc1ccc(N(CC(=O)N2CCCCCC2)S(=O)(=O)c2ccc(OC)c(OC)c2)cc1` gave CDK5 inh 1.4, dFosB activator -16, Wnt bcat act 0, HTR5A inv ctr -21, MITF TRPM1 HTS 7, SR-BI HDL uptake 9, V-ATPase pH 5, PvdQ inh -18, HTR5A ag 8 and NSD2 inh -6.
`COc1ccc(-n2cc(C(=O)c3cc(Cl)ccc3O)cc(C#N)c2=O)cc1` gave CDK5 inh -1.1, dFosB activator -5, Wnt bcat act 0, HTR5A inv ctr 9, MITF TRPM1 HTS -4, SR-BI HDL uptake 32, V-ATPase pH 0, PvdQ inh -11, HTR5A ag -3 and NSD2 inh -1.
Screening COc1ccc(-c2nc(C)c(C(C)=O)n2O)cc1 returned CDK5 inh 1.7, dFosB activator 2, HTR5A inv ctr -4, MITF TRPM1 HTS 8, SR-BI HDL uptake -7, V-ATPase pH 0, PvdQ inh -3, HTR5A ag -2 and NSD2 inh -2.
`O=S(=O)(c1ccccc1Cl)N1CCCC1c1nc(-c2ccc(Cl)cc2)no1` (centres undefined) gave CDK5 inh 0.8, dFosB activator -8, Wnt bcat act 1, HTR5A inv ctr -25, MITF TRPM1 HTS -5, SR-BI HDL uptake 10, V-ATPase pH 3, PvdQ inh 5, HTR5A ag 1 and NSD2 inh -1.
Screening COCCNC(=O)Cn1ccc2cc(S(=O)(=O)N3CCCCCC3)ccc21 returned CDK5 inh -1.7, dFosB activator -1, Wnt bcat act 1, HTR5A inv ctr 12, MITF TRPM1 HTS 1, SR-BI HDL uptake -25, V-ATPase pH 2, PvdQ inh -14, HTR5A ag -3 and NSD2 inh 2.
`CCOc1ccc2nc(N3CCC(C(=O)NC4CCCCC4)CC3)sc2c1` gave CDK5 inh -1.7, dFosB activator -10, Wnt bcat act 7, HTR5A inv ctr -6, MITF TRPM1 HTS 24, SR-BI HDL uptake 52, V-ATPase pH -2, PvdQ inh 10, HTR5A ag 2 and NSD2 inh -1.
Screening C=CCSc1nccc(-c2nn(-c3ccc(C)cc3)ccc2=O)n1 returned CDK5 inh -0.1, dFosB activator -25, HTR5A inv ctr 19, MITF TRPM1 HTS 4, SR-BI HDL uptake -7, V-ATPase pH -3, PvdQ inh 4, HTR5A ag -9 and NSD2 inh 0.
